Screens as filed in PubChem.
PGC1a acetyl inh: inhibitors of PGC1a acetylation signal, primary screen, cell-based, U2OS, AlphaScreen, inhibitor mode; inhibition, % at 15.6 µM; AID 651687, 2012; AlphaScreen anti-acetyl-lysine; with virally co-expressed GCN5 acetyltransferase; 0.17% of 350,000 active;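 active = every replicate shows inhibition of at least 40%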;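 also: 0% = neutral control wells and 100% = positive control wells; some results beyond the cut were filed as inactive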
LGR2 antag: inhibitors of bursicon-induced LGR2 CRE-luciferase signal, primary screen, cell-based, HEK293, CRE-luciferase reporter, bursicon stimulation; bursicon-stimulated, 4 h; Drosophila bursicon receptor LGR2 (rickets); inhibition, % at 9.99 µM; 0.35% of 380,000 active; AID 720647, 2013;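 active = drop in luminescence signal, shown as inhibition above about 50% in the replicate tests, limit read from the data, passing the limit was not always enough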;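 also: agonist challenge used bursicon conditioned medium at about half maximal strength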
PglD DTNB: C. jejuni PglD acetyltransferase inhibitors, primary screen, biochemical, DTNB colorimetric, single point. UDP-N-acetylbacillosamine N-acetyltransferase PglD (Campylobacter jejuni). purified PglD enzyme, DTNB colorimetric CoA detection. inhibition, % at 12.5 µM. 0.098% of 360,000 active; in the data active = inhibition above about 16%, passing the limit was not always enough; also: strong numbers were not always called active
PAX8 inh HTS: inhibitors of PAX8-driven TPO luciferase reporter, primary screen, RMG-I cells, single concentration | SteadyGlo, 24 h | AID 652154, 2013 | 1.2% of 360,000 active | inhibition, % at 12.6 µM;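 active = mean replicate inhibition at least 60% with every replicate also reaching 60%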;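 also: luciferase light reporting Pax8 driven TPO promoter activity; plate controls were median of neutral control wells for no effect and mitoxantrone controls for full effect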
EWS-Fli inh: EWS/Fli-driven NR0B1 reporter inhibitors, primary screen, A673 cells, NR0B1 luciferase, luminescence, MLPCN library | AID 651661, 2012 | 0.67% of 350,000 active | inhibition, % at 12.6 µM | viability-normalised;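 active = mean inhibition of at least 50% after viability correction, with every replicate also passing that limit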;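 also: firefly luciferase signal divided by Alamar Blue viability fluorescence both relative to DMSO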
FN deposition inh: inhibitors of fibronectin matrix deposition, primary screen, AH1F cells, Alexa488-fibronectin fluorescence, plate reader; AH1F fibroblasts, overnight; inhibition, % at 12.6 µM; 0.086% of 350,000 active; AID 743247, 2014;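 active = mean inhibition across replicates of 30% or more, regardless of how many single replicates reach that level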;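 also: positive control wells lacked labelled fibronectin entirely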
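Assay system: AH1F fibroblasts assembling fluorescent fibronectin matrix; Amount: 10000 AH1F cells per well; Buffer or medium: DMEM, 2% serum; Probe or stimulus: Alexa488-fibronectin, 24 nM final in well; Doses: single compound dose, delivered by pin transfer; Incubation: 1 h adhesion, overnight exposure; Measured by: fluorescence 485/525 nm; Read-out: fibronectin deposition inhibition.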
ERAP1 HTS inh: human ERAP1 aminopeptidase inhibitors, primary screen, biochemical, single point, plate reader; 0.15% of 340,000 active; Endoplasmic reticulum aminopeptidase 1 (Homo sapiens), Q9NZ08; recombinant ERAP1, Leu-AMC fluorescence, 60 min; inhibition, % at 10.7 µM;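 active = mean replicate inhibition of at least 30%, or all replicates individually reaching that 30% level; inactive = mean below 30% and not every replicate reaching it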;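 also: 0% = neutral control wells and 100% = L-leucinethiol positive control wells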
Target sequence (Q9NZ08 whole entry, looked up): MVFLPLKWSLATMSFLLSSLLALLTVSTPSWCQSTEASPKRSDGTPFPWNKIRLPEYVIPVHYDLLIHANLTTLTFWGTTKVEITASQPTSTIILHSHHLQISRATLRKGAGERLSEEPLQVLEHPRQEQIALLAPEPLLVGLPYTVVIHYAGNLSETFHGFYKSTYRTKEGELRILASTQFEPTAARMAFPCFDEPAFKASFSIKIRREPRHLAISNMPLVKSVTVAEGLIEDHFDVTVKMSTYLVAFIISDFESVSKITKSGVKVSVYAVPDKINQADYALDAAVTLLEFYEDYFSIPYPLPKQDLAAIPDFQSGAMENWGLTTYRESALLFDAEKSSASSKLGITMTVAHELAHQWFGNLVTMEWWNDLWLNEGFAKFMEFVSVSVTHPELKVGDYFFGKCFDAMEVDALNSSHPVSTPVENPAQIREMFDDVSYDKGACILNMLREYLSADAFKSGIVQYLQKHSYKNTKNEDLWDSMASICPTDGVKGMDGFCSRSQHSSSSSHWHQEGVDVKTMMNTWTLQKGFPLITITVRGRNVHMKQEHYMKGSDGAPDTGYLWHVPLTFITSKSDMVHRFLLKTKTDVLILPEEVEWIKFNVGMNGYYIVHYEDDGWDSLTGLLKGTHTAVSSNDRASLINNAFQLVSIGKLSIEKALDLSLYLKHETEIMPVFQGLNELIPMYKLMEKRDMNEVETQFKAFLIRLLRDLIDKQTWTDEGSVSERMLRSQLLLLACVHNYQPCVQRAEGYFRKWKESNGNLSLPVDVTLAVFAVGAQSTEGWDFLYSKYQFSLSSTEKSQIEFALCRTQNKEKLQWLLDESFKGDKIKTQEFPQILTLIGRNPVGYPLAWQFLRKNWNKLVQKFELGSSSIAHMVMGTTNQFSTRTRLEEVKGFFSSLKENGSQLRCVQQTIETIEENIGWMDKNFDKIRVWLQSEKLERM
S100A4 inh HTS: inhibitors of S100A4-myosin IIA peptide binding, primary screen, biochemical, fluorescence polarization, TAMRA-MyoIIA peptide | 0.14% of 360,000 active | inhibition, % at 10.7 µM | Protein S100-A4 (Homo sapiens), P26447;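 active = mean inhibition of at least 70% across replicates, with every replicate also reaching that level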
Target sequence (P26447 whole entry, looked up): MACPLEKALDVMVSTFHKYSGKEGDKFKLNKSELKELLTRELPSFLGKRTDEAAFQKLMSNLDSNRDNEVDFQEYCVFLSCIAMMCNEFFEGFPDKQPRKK
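Material: S100A4 monomer protein / Buffer or medium: 50 mM HEPES pH 7.2, 10 mM CaCl2, 100 mM KCl / Times: 5 min incubation before reading / Benchmarks: neutral control DMSO, positive control TFP / Reagent: labelled myosin peptide probe, 5 nM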
Active calls of the source: *; / = not tested or not shown.

Every second line gives: PGC1a acetyl inh	LGR2 antag	PglD DTNB	PAX8 inh HTS	EWS-Fli inh	FN deposition inh	ERAP1 HTS inh	S100A4 inh HTS
- Cc1noc(C)c1NC(=O)N(C)C[C@H]1OCc2ccccc2-c2ccccc2C(=O)N([C@H](C)CO)C[C@H]1C
    -41	1	0	-9	5	-10	-1	1
- COc1ccccc1-c1cnc2c(c1)C(=O)N([C@H](C)CO)C[C@H](C)[C@H](CN(C)C(=O)c1cccnc1)O2
    -8	0	1	-34	-8	/	-4	2
- C[C@H](CO)N1C[C@H](C)[C@H](CN(C)S(=O)(=O)c2cccs2)Oc2ncc(C#Cc3ccc(F)cc3)cc2C1=O
    -5	-4	-1	6	2	/	0	3
- C/C=C/c1cnc2c(c1)C(=O)N([C@H](C)CO)C[C@H](C)[C@@H](CN(C)C(=O)c1cnccn1)O2
    1	-2	3	-1	1	/	0	-43
- O=C(c1c[nH]c(C(=O)N2CCN(Cc3ccccc3)CC2)c1)C1CCCCC1
    -6	18	/	9	14	7	3	1
- CN(C)Cc1cccc(-c2ccccc2)c1O
    -14	8	/	-13	-4	2	1	-3
- Cc1ccc(C(=O)N2CCCC(Nc3ccc(C(C)C)cc3)C2)cn1 (stereo not given)
    -3	0	-1	8	/	2	1	-3
- O=C(C[C@@H]1CC[C@@H]2[C@H](COC[C@H](O)CN2S(=O)(=O)c2ccc(Cl)cc2)O1)NCCN1CCCCC1
    4	0	/	0	-1	-9	-1	2
- COc1ccc(NC(=O)N(C)C[C@@H]2Oc3ncc(C#CCN(C)C)cc3C(=O)N([C@@H](C)CO)C[C@H]2C)cc1
    -2	-7	4	-29	-3	4	-6	19
- O=S(=O)(c1ccc(Oc2ccc(S(=O)(=O)N(CCO)CCO)cc2)cc1)N(CCO)CCO
    /	-10	/	19	7	-4	-1	-2
- CCC(C)Sc1nnc(CNC(=O)C23CC4CC(CC(C4)C2)C3)n1C1CCCCC1 (stereo not given)
    -4	10	7	14	/	3	/	/
- COc1ccc(NC(=O)N(C)C[C@@H]2OCCCC[C@H](C)Oc3ccc(NS(=O)(=O)c4c(C)noc4C)cc3C(=O)N([C@@H](C)CO)C[C@@H]2C)cc1
    6	18	-5	0	-3	/	/	/
- CCNC(=O)[C@@H]1[C@@H](CO)[C@@H]2Cn3c(ccc(-c4ccc(OC)cc4)c3=O)[C@H]1N2S(C)(=O)=O
    -4	-6	-2	4	6	/	-2	-10
- C[C@@H]1CCCCO[C@H](CN(C)C(=O)c2ccncc2)[C@H](C)CN([C@H](C)CO)C(=O)c2cc(NS(=O)(=O)c3ccccc3)ccc2O1
    0	4	2	-21	-9	/	3	8
- Cc1cc(C)n2nc(C(=O)OCC(=O)N3C(C)CCCC3C)nc2n1 (stereo not given)
    /	16	2	3	1	-2	-5	7
- CC1(c2nnnn2-c2ccc3c(c2)OCCO3)CCC(=O)N1C1CC1 (stereo not given)
    /	10	/	1	-13	1	9	-5
- CCC(=O)N1CCN(c2ccc(NC(=O)c3ccc(N4CCCC4)c([N+](=O)[O-])c3)cc2)CC1
    /	21	/	-27	1	-4	1	-3
- Cn1c(/C(C#N)=C(\O)c2cc(Cl)sc2Cl)nc2ccccc21
    /	-1	-4	13	38	15	1	0
- COc1ccccc1NC(=O)CN1CCN(CC(=O)Nc2ccc(F)cc2F)CC1
    -3	-10	-3	-5	-61	-13	-1	-1
- CC(=O)N1N=C(c2cccc(NS(=O)(=O)c3ccc(C)cc3)c2)CC1c1ccco1 (stereo not given)
    -5	-2	3	17	/	3	-1	3
- CC1(c2nnc(-c3ccccc3)o2)CC(c2ccc(F)cc2)=NO1 (stereo not given)
    0	-5	-4	9	-6	-2	-3	15
- COc1ccccc1NC(=O)N[C@@H]1CC[C@H](CCn2cc(-c3cccnc3)nn2)O[C@H]1CO
    -1	-5	4	2	4	6	-2	-21
- CCC(=O)N1c2ccccc2NC2=C(C(=O)CC(C)(C)C2)C1c1cccnc1 (stereo not given)
    0	-2	/	-11	4	6	4	-3
- Cc1ccc(C)c(NC(=S)N=Nc2c(O)n(C)c3ccc(S(=O)(=O)N4CCOCC4)cc23)c1
    /	1	/	10	41	4	7	-1
- CN(CCc1cnn(C)c1)Cc1nc(CC2CC2)no1
    0	-3	1	1	4	-5	/	2
- O=C(c1cccc(F)c1)N1CC(=O)N2[C@@H](CO)[C@@H](c3ccc(C4=CCCC4)cc3)[C@@H]2C1
    0	-13	/	-25	-9	-12	-2	5
- O=C(NNC(=O)c1ccccc1F)c1ccc(S(=O)(=O)N2CCCC2)cc1
    8	32	-2	15	-5	-4	0	-2
- CCOC(=O)C1CCC(CN(Cc2ccccc2)S(=O)(=O)c2ccc([N+](=O)[O-])cc2)CC1 (stereo not given)
    /	/	/	14	6	-1	-2	0
- Cc1ccccc1-c1cnc2c(c1)C(=O)N([C@H](C)CO)C[C@@H](C)[C@@H](CN(C)C(=O)CN(C)C)O2
    0	-4	0	/	-1	1	0	18
- O=C(Nc1ccc(N2CCN(C(=O)c3ccccc3F)CC2)cc1)c1ncn[nH]1
    /	12	/	-10	2	-5	-1	-9
- c1ccc2c(c1)OCC(CNc1ncnc3sccc13)O2 (stereo not given)
    /	-12	-1	-5	/	-5	/	/
- Cc1ccc(Cn2ccc(NC(=O)c3cc4nc(-c5ccco5)cc(C(F)(F)F)n4n3)n2)cc1
    10	/	-1	15	/	1	/	/
- O=C(Nc1ccccc1N1CCOCC1)C1=NN(c2c(F)c(F)cc(F)c2F)C(=O)CC1
    /	2	5	14	2	-4	-1	-10
- Cc1[nH]nc2c1C(c1ccc(N(C)C)cc1)C1=C(CC(C)(C)CC1=O)N2 (stereo not given)
    5	18	-2	7	10	-6	3	-3
- COc1ccc(S(=O)(=O)N2CCSCC2)cc1
    /	/	4	22	-5	6	4	-3
- COc1ccc(-n2c(-c3ccc(OC)c(OC)c3)n[nH]c2=S)cc1
    -9	0	-1	5	-7	3	9	-7
- Cc1ccc(CS(=O)(=O)c2cn(CC(=O)Nc3ccon3)c3ccccc23)cc1
    6	-6	/	18	-3	0	3	33
- CN(CC(=O)Nc1ccccc1Br)C(=O)c1cc(Cl)nc2ccccc12
    /	3	-1	15	9	-4	-1	-25
- CCNC(=O)[C@H]1[C@H](CO)[C@H]2Cn3c(ccc(-c4cccc(OC)c4)c3=O)[C@H]2N1Cc1nccs1
    /	-17	1	/	2	/	-1	-4
- Cc1c(C(=O)O)nnn1-c1nonc1N
    /	-2	4	9	-2	/	-8	3
- CN(C)C(=O)C[C@H]1CC[C@H](NC(=O)c2ccc(F)cc2)[C@H](CO)O1
    -1	/	0	7	-9	/	3	3
- Cc1ccccc1Nc1nc(N)nc(CSc2nnc3ccccn23)n1
    -6	-5	5	-14	0	-12	1	1
- Cc1ccc(S(=O)(=O)Cc2ccc(C(=O)N3CCCCC3C)cc2)cc1 (stereo not given)
    0	9	-7	6	2	2	2	-2
- CC(C)(C)c1cc(C(=O)CCN2CCOCC2)cc(C(C)(C)C)c1O
    6	36	-2	31	2	-2	1	-2
- O=C(O)C1=C[C@@H](c2ccc(C(F)(F)F)cc2)C[C@@H](OCCCCO)O1
    /	-3	-1	3	-6	-4	3	-9
- CCCNC(=O)N(C)C[C@@H]1Oc2ncc(-c3ccccc3F)cc2C(=O)N([C@H](C)CO)C[C@H]1C
    -9	-1	2	-3	5	-4	1	-3
- CC(C)Oc1ccc(CN2CCC2(C)C(=O)Nc2cnc3ccccc3c2)cc1 (stereo not given)
    -4	27	-2	-7	4	-2	0	1
- C[C@@H]1CN([C@@H](C)CO)S(=O)(=O)c2ccc(-c3ccncc3)cc2O[C@@H]1CN(C)S(=O)(=O)c1ccccc1F
    -10	-1	1	-17	9	3	-2	-4
- COc1ccccc1CNC(=O)c1ccc(S(=O)(=O)N(C)c2ccccc2)cc1
    /	11	3	3	0	/	-3	2
- COc1ccc2[nH]c(C)c(CCNC(=S)Nc3ccc(C)cc3)c2c1
    0	7	-1	0	4	7	-3	-3
- Cc1c([N+](=O)[O-])cc(C(=O)Oc2ccc(Br)cc2C(=S)N2CCCCC2)cc1[N+](=O)[O-]
    -14	/	6	4	/	4	/	/
- Cc1ccccc1-c1nc(CN2CCC(C(=O)N3CCC(C(N)=O)CC3)CC2)c(C)o1
    -3	/	0	-2	2	5	-4	-1
- O=C(Cn1cc(F)c(=O)[nH]c1=O)NCCO
    6	2	-10	16	3	2	2	-6
- CCC(=O)c1ccc(N2CCN(C(=O)c3cccc(F)c3)CC2)c(F)c1
    9	/	/	3	-4	-2	-1	-3
- C/C=C\C=C\C(=O)N1CC2(CC(c3cccc(NC(=O)CC)c3)=NO2)C[C@H]1C(N)=O (stereo not given in full)
    5	-3	4	-1	-10	2	5	-7
- CC(=O)Nc1cccc(OCC(=O)/C=C2\N(C)c3ccccc3C2(C)C)c1
    /	4	-3	30	-1	2	4	-30
- O=C(Nc1cccc([N+](=O)[O-])c1)C1CC(=O)N(Cc2ccccc2)C1 (stereo not given)
    -1	7	/	14	3	-8	3	-4
- O=C(Nc1ccc2c(c1)OCO2)N[C@@H]1CC[C@H](CCNC(=O)C2CCOCC2)O[C@@H]1CO
    18	-3	2	/	1	-5	0	6
- CCCC1(c2ccccc2)NC(=O)N(CC(=O)NCc2ccc(C)cc2)C1=O (stereo not given)
    /	20	5	-8	-3	12	3	-3
- Cc1ccsc1CNC(=O)c1c(-c2ccccc2)noc1C
    -9	-17	-1	7	7	7	3	-33

(further entries)
Every second line gives: PGC1a acetyl inh	LGR2 antag	PglD DTNB	PAX8 inh HTS	EWS-Fli inh	FN deposition inh	ERAP1 HTS inh	S100A4 inh HTS
- CCOc1cccc(NC(=O)C2CC(=O)N(c3ccc(F)cc3)C2)c1 (stereo not given)
    /	1	/	8	-2	/	2	-1
- Cc1cc(Cl)ccc1OC(C)C(=O)NC(C)C1CCCO1 (stereo not given)
    /	-7	0	5	/	4	-2	0
- COc1ccc(CN2CCc3ccc(NC(=O)c4ccncc4)cc3C2)c(F)c1
    /	-11	4	-7	6	9	0	4
- CC(C)C#Cc1cnc2c(c1)C(=O)N([C@@H](C)CO)C[C@H](C)[C@H](CN(C)C(=O)c1ccccc1)O2
    -1	/	-4	-16	-15	/	-1	5
- CC(=O)c1cccc(OC(=O)C2=CC=CN3CCS(=O)(=O)N=C23)c1
    -5	0	2	-9	0	-5	1	-6
- CCCN1CNC(=S)N(Cc2ccccc2)C1
    -11	15	-6	3	/	/	/	/
- NC(=O)[C@@H]1[C@H]2C(=O)O[C@H](c3ccccc3)[C@H](c3ccccc3)N2[C@H](c2ccccc2OCCO)[C@@]12C(=O)Nc1ccccc12
    -5	/	-1	84*	24	/	4	7

Some of the entries so far, as labelled records:
CCOc1cccc(NC(=O)C2CC(=O)N(c3ccc(F)cc3)C2)c1 (stereo not given)
- PGC1a acetyl inh: /
- LGR2 antag: 1
- PglD DTNB: /
- PAX8 inh HTS: 8
- EWS-Fli inh: -2
- FN deposition inh: /
- ERAP1 HTS inh: 2
- S100A4 inh HTS: -1

Cc1cc(Cl)ccc1OC(C)C(=O)NC(C)C1CCCO1 (stereo not given)
- PGC1a acetyl inh: /
- LGR2 antag: -7
- PglD DTNB: 0
- PAX8 inh HTS: 5
- EWS-Fli inh: /
- FN deposition inh: 4
- ERAP1 HTS inh: -2
- S100A4 inh HTS: 0
